DNMT1 block: blocks human DNA methyltransferase DNMT1 | P26358 | DNMT1 molecular beacon, Hinp1I cleavage, fluorescence | inhibition (reported as % activation of signal), % at 10 µM | 360,000 compounds, 0.83% hits | AID 588458; in the data active means inhibition above about 50%
Neddylation inh: inhibitors of human cullin neddylation; P61081+Q13564; TR-FRET cullin neddylation, biochemical; calls only at 25 µM; AID 651699; 360,000 compounds, 0.58% hits; in the data active means inhibition above about 36%
Rpn11 block: blocks the human proteasome subunit Rpn11; O00487; human 26S proteasome, Ub4-pepOG fluorescence polarization; 20S core pre-blocked with epoxomicin; calls only at 20 µM; 360,000 compounds, 0.59% hits; AID 588493;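 active means inhibition at 20 µM, scaled to each plate's controls, above about 33%, limit read from the data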
Target sequence (O00487 whole entry, looked up): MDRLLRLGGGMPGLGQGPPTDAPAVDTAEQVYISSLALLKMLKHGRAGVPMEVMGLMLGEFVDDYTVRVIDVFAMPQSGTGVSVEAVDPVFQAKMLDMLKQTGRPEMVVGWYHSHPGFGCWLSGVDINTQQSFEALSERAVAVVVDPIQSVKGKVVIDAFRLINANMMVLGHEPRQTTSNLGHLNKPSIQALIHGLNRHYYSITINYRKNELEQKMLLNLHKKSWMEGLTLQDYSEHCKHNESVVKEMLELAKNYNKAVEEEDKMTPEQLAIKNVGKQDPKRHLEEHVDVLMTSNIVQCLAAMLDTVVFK
STEP block: inhibitors of human striatal-enriched phosphatase STEP; P54829; recombinant STEP, OMFP fluorogenic substrate, fluorescence; inhibition, % at 20 µM; 360,000 compounds, 0.25% hits;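 active means inhibition at 20 µM, scaled per plate between control wells, above about 37%, limit read from the data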;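 further: 0% = DMSO with enzyme and substrate and 100% = substrate only without enzyme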
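Assay system: isolated STEP enzyme. Buffer or medium: pH 6.0 Bis-Tris with DTT and Tween 20. Also added: fluorogenic phosphatase substrate OMFP at 25 µM final. Dosing: 20 µM, 1% DMSO. Timing: 20 min reaction, room temperature, in the dark. Measured by: fluorescence intensity, excitation 480 nm, emission 540 nm. Evaluation: normalized % inhibition.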
Rin1 Abl inh: blocks binding of human Rin1 to Abl; TR-FRET Rin1/Abl binding, biochemical; inhibition, % at 7.35 µM; 360,000 compounds, 0.4% hits; AID 588664; in the data active means inhibition above about 5%, passing the limit was not always enough
NadD block: NadD (S. aureus) enzyme inhibition; purified NadD enzyme, colorimetric absorbance read-out; inhibition, % at 20 µM; 360,000 compounds, 0.78% hits; in the data active means inhibition above about 26%; further: some compounds past the cut are filed as inactive
CSN inh: blocks human CSN-mediated cullin deneddylation | Q92905 | Purified CSN, SCF-Nedd8-OG deneddylation, fluorescence polarization | inhibition, % at 12.5 µM | 360,000 compounds, 0.38% hits;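 active means pattern-corrected inhibition above about 35%, with an unprinted fluorescence ratio check between 0.5 and 1.5, limit read from the data, passing the limit was not always enough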;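 further: 0% = enzyme with substrate and 100% = substrate without enzyme; some results filed as inactive read as strong as hits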
Target sequence (Q92905 whole entry, looked up, one chain of several): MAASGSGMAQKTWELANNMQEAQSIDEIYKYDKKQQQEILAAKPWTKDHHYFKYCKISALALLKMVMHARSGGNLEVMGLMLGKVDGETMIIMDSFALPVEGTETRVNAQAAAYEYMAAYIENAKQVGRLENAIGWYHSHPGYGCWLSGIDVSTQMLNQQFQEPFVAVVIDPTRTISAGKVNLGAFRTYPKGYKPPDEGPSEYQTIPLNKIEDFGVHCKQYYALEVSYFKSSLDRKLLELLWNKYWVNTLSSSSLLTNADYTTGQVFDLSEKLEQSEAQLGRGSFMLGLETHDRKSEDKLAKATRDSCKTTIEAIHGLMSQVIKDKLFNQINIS
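Detection – fluorescence polarization · System – HEK293T-derived human Csn5 enzyme · Controls – substrate-only high control, full reaction low control · Timing – 90 min, room temperature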
LMPTP block: LMPTP (human) inhibition | recombinant LMPTP-A, OMFP fluorogenic substrate, fluorescence intensity | inhibition, % at 20 µM | 360,000 compounds, 0.22% hits;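 active means compounds that cut the enzyme signal by at least half of the control window in the single-dose screen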;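 further: plate controls were DMSO wells with enzyme plus substrate for no effect and substrate without enzyme for full effect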
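Assay system: LMPTP-A, protein tyrosine phosphatase of low molecular weight / Medium: pH 6.0 Bis-Tris buffer with DTT and Triton X-100 / Schedule: 50 min enzyme reaction at room temperature, protected from light / Measured by: endpoint fluorescence intensity from OMFP dephosphorylation / Read-out basis: % inhibition relative to no-enzyme and uninhibited control wells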
SUMO1-SIM PPI: modulators of human SUMO1-mediated protein-protein interactions; P63165; SUMO1 binding to a labelled peptide, TR-FRET, 1 h; inhibition, % at 20 µM; 360,000 compounds, 0.33% hits; in the data active means inhibition above about 37%
Target sequence (P63165 whole entry, looked up): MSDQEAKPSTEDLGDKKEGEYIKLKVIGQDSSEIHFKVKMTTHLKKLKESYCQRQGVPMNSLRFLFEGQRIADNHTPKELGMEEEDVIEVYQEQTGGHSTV
Scp1 inh: inhibitors of human Scp-1 phosphatase | Q9GZU7 | Recombinant Scp1, phosphopeptide, malachite green phosphate absorbance | inhibition, % at 20 µM | 340,000 compounds, 0.88% hits;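 active means inhibition above about 50% at 20 µM, limit read from the data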;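 further: plate controls were DMSO wells with enzyme for no effect and wells lacking enzyme for full effect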
Target sequence (Q9GZU7 76-261 limits assumed): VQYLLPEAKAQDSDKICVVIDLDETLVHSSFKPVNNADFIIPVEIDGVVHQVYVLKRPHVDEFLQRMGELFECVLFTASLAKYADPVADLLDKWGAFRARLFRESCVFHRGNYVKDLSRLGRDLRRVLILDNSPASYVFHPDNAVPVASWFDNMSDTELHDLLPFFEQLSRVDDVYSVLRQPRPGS
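System: SCP-1 catalytic domain; Reagent: Phospho 17-mer peptide substrate; Doses: one concentration, 20 µM, with 1.0% DMSO; Incubation: 45 min room-temperature reaction, 5 min colour, 30 min stabiliser; Signal: Phosphate-binding colour reagent, absorbance read at 630 nm.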
* = called active by the depositor; i = inactive; / = no result given.

SMILES	DNMT1 block	Neddylation inh	Rpn11 block	STEP block	Rin1 Abl inh	NadD block	CSN inh	LMPTP block	SUMO1-SIM PPI	Scp1 inh
Cn1cccc1-c1cc(C(=O)N/N=C/c2cccc(O)c2)[nH]n1	-9	i	i	-1	0	0	-10	-1.1	0	-9
O=C1CN(C(=O)COc2ccccc2)c2ccccc2N1	1	i	i	-1	2	-2	-3	-0.5	-5	-2
FC(F)(F)c1cc(-c2ccccc2)nc(N2CCCCCC2)n1	8	i	i	5	-4	0	2	0.9	17	-10
N#CC1(NC(=O)COC(=O)Cc2c[nH]c3ccccc23)CCCCC1	-3	i	i	-1	-4	0	-1	-0.8	1	/
Cc1nc2c(ncn2-c2ccccc2)c(=O)n1NC(=O)CN1CCCC1	2	i	i	-2	-2	-7	-4	-1.3	2	1
Cc1c(C)c(C)c(S(=O)(=O)Nc2ccc3[nH]c(=O)[nH]c3c2)c(C)c1C	-4	i	i	-4	2	-9	1	-0.5	2	3
CCOC(=O)c1cc(OC(=O)c2ccccc2)n(-c2ccccc2)n1	0	i	i	0	-1	8	5	-2.3	-4	0
O=C(/C=C/Nc1ccc(F)c(Cl)c1)c1ccccc1	3	i	i	6	-1	6	2	3.2	-6	-2
CSc1cccc(NC(=O)N2CCc3ccc(NC(=O)c4ccccn4)cc3C2)c1	-11	i	i	-1	-1	7	-3	2.2	2	0
CCC(C)(C)NC(=O)Cc1ccc(F)cc1	3	i	i	-1	7	-7	-16	0.2	-2	-5

Profiles, looked up by structure. Order of values: DNMT1 block | Neddylation inh | Rpn11 block | STEP block | Rin1 Abl inh | NadD block | CSN inh | LMPTP block | SUMO1-SIM PPI | Scp1 inh
N#CC1(NC(=O)COC(=O)Cc2c[nH]c3ccccc23)CCCCC1 as listed: -3 | i | i | -1 | -4 | 0 | -1 | -0.8 | 1 | /
Cc1c(C)c(C)c(S(=O)(=O)Nc2ccc3[nH]c(=O)[nH]c3c2)c(C)c1C as listed: -4 | i | i | -4 | 2 | -9 | 1 | -0.5 | 2 | 3

The results go on:
SMILES	DNMT1 block	Neddylation inh	Rpn11 block	STEP block	Rin1 Abl inh	NadD block	CSN inh	LMPTP block	SUMO1-SIM PPI	Scp1 inh
CCC(C)c1ccc(NS(=O)(=O)c2c(C)[nH]c(=O)[nH]c2=O)cc1 (centres undefined)	0	i	i	-1	-1	-8	9	1.0	2	-13
O=C(c1ccc2c(=O)n3c(nc2c1)CCCCC3)N1CCN(c2ccccc2)CC1	-1	i	i	-2	1	0	1	4.1	-5	-12
Cc1cc(NC(=O)CSc2nc(N)c(NC(=O)c3ccccc3)c(=O)[nH]2)no1	0	i	i	-3	-1	-2	2	-1.4	3	1
Cc1cc(-c2ccc(Cl)cc2)c2cnn(C(C)C)c2n1	-1	i	i	0	3	1	3	-1.3	0	-4
Cn1c(N2CCN(S(=O)(=O)c3ccc(F)cc3)CC2)nc2ccccc21	1	i	i	1	-4	-2	0	-0.9	-1	-3
O=C(Nc1ccc(N2CCN(C(=O)c3ccco3)CC2)cc1)c1ccc(F)cc1	-5	i	i	0	1	4	3	0.0	2	-4
O=C(CSc1nc(-c2ccccc2)c(-c2ccccc2)o1)Nc1nnc(-c2ccccc2)s1	0	i	i	0	-1	24	5	0.6	-3	-21
COC(=O)CN1C(=O)COc2ccc(S(=O)(=O)N3CCOCC3)cc21	10	i	i	0	3	1	3	-0.7	10	-8
O=S(=O)(c1ccc(F)cc1)N1CCC2(CC1)OCCO2	0	i	i	-1	2	0	-21	0.2	-2	-3
COc1ccc(C(=O)N2CCCC(c3nc(-c4cccs4)no3)C2)cc1 (centres undefined)	2	i	i	-3	3	-6	2	-1.5	-2	-4
CC(C)[C@H](NC(=O)c1ccco1)C(=O)OCC(=O)N(C)c1ccccc1	2	i	i	1	-5	-5	2	2.2	3	-4
C/C(=N\NC(=O)c1cccc(C)c1)c1ccc(N2CCOCC2)cc1	3	i	i	-3	2	1	5	0.5	-3	-2
COc1ccccc1NC=C1C(=O)OC(C)(C)OC1=O	-1	i	i	-1	-6	-1	-1	-0.8	-4	-7
O=C(Nc1ccc(F)cc1)C(Cc1ccccc1)n1cccc1 (centres undefined)	1	i	i	-2	-1	0	7	-0.2	-4	3
CSc1ccc(CN2CCC(Oc3ccc(C(=O)N4CCCC4)cc3)CC2)cc1	0	i	i	0	1	0	5	-0.7	2	-4
c1ccc(CSc2nc3ccccc3[nH]2)cc1	-1	i	i	-4	1	-7	-3	-1.6	-1	-7
COc1ccccc1CNc1ccc(Br)cn1	4	i	i	0	0	-2	2	-1.5	7	-2
CCOC(=O)C(C)Sc1ncc(OC)c(Sc2ccc(Cl)cc2)n1 (centres undefined)	-1	i	i	2	0	12	-1	3.8	4	-12
COc1ccc(C(=O)NC(=S)NCC2CCCO2)cc1 (centres undefined)	-2	i	i	0	4	4	3	-0.8	1	-8
O=C(Nc1cccc(-c2csc(Nc3cccc(C(F)(F)F)c3)n2)c1)c1ccccc1	-37	i	i	-3	1	14	-2	7.3	2	2
O=C(C1CCN(S(=O)(=O)c2cccs2)CC1)N1CCN(c2ccccc2)CC1	0	i	i	-5	-3	-3	4	-0.5	-1	0
Cc1cccc(Cc2nnc(CCC(=O)N3CCCC(CN4CCOCC4)C3)o2)c1 (centres undefined)	4	i	i	1	0	-2	-3	-1.0	1	-6
Cc1cc(C)n(Cc2ccc(C(=O)Nc3cccc(Br)c3)o2)n1	-3	i	i	-1	-3	-5	1	0.0	5	3
COC(=O)c1c(NC(=O)c2cccs2)sc2c1CCCC2	-1	/	i	2	2	-3	-1	4.4	1	-14
CC(C)Oc1ccc(CCc2nnc(SCC(=O)O)n2-c2ccccc2)cc1	0	i	i	1	0	-4	3	-0.4	0	-4
O=C(C1=C(O)C(=O)N(CCN2CCOCC2)C1c1ccccn1)c1cccs1 (centres undefined)	-6	i	i	10	-4	4	4	-3.6	-8	3
O=C(Nc1nncs1)c1c(F)c(F)c(F)c(F)c1F	0	i	i	5	2	-1	1	-3.1	3	-8
CC(Oc1ccc(Cl)cc1)C(=O)NNC(=S)NC(=O)c1ccco1 (centres undefined)	0	i	i	0	-2	0	-1	0.2	5	-8
CC(C)(C)c1nc(NCC2CCCO2)c2nnn(Cc3ccccc3)c2n1 (centres undefined)	-8	i	i	1	2	-1	-3	3.7	0	-8
CC(=O)c1cccc(Nc2nc(-c3cccc([N+](=O)[O-])c3)cs2)c1	24	i	i	3	-3	25	-1	4.1	2	-7

Some of the entries so far, as comma-separated lines:
SMILES,DNMT1 block,Neddylation inh,Rpn11 block,STEP block,Rin1 Abl inh,NadD block,CSN inh,LMPTP block,SUMO1-SIM PPI,Scp1 inh
O=C(C1CCN(S(=O)(=O)c2cccs2)CC1)N1CCN(c2ccccc2)CC1,0,i,i,-5,-3,-3,4,-0.5,-1,0
O=C(C1=C(O)C(=O)N(CCN2CCOCC2)C1c1ccccn1)c1cccs1 (centres undefined),-6,i,i,10,-4,4,4,-3.6,-8,3
CC(=O)c1cccc(Nc2nc(-c3cccc([N+](=O)[O-])c3)cs2)c1,24,i,i,3,-3,25,-1,4.1,2,-7
CC(C)(C)c1nc(NCC2CCCO2)c2nnn(Cc3ccccc3)c2n1 (centres undefined),-8,i,i,1,2,-1,-3,3.7,0,-8
O=C(Nc1nncs1)c1c(F)c(F)c(F)c(F)c1F,0,i,i,5,2,-1,1,-3.1,3,-8

New compounds follow.
SMILES	DNMT1 block	Neddylation inh	Rpn11 block	STEP block	Rin1 Abl inh	NadD block	CSN inh	LMPTP block	SUMO1-SIM PPI	Scp1 inh
CCCN(CCC)S(=O)(=O)c1ccc(NS(=O)(=O)c2ccc(F)cc2)cc1	-2	i	i	-1	4	-8	3	2.9	0	-6
CC(C)N(CCCNC(=O)c1ccc(CS(=O)(=O)c2c(Cl)cccc2Cl)o1)Cc1ccccc1	-1	i	i	-4	4	-10	0	-0.1	-1	-3
O=C(CCn1c(=O)c2cccn2c2cccnc21)N1CCN(c2cccc(Cl)c2)CC1	0	i	i	3	-2	3	3	2.7	4	-2
Cc1nc(NC(=O)C2CCCCC2C(=O)O)sc1C (centres undefined)	1	i	i	1	1	-4	0	-0.1	0	-5
Cc1ccc(S(=O)(=O)N2CCN(C(=O)COC(=O)c3cncc(Br)c3)CC2)c(C)c1	-3	i	i	0	3	1	-4	-1.2	4	0
CN(Cc1nc2ccccc2c(=O)[nH]1)c1ccccc1	-2	i	i	-5	1	4	2	-1.5	-1	-11
Cc1ccc(-c2cc(C(=O)Nc3ccc(S(=O)(=O)Nc4onc(C)c4C)cc3)c3ccccc3n2)cc1	-10	i	i	-3	-1	31*	1	1.3	-7	2
C[C@H](NS(=O)(=O)c1ccc(Cl)c(Cl)c1)C(=O)OCc1cc(=O)n2cc(Br)ccc2n1	36	i	i	0	0	-2	4	-0.1	-17	34
O=C(NCCCO)c1ccc2[nH]c3c(c2c1)CCCC3	-5	i	i	-1	1	-3	-1	-2.4	-1	-11
Cn1ccnc1-c1nnn(-c2ccc(Cl)c(Cl)c2)n1	-2	i	i	3	2	-4	-4	-0.9	-3	12
CC(C)c1ccc(/C=c2\sc3n(c2=O)C(N)=C(C#N)C(c2ccc(C(C)C)cc2)C=3C(N)=O)cc1 (centres undefined)	30	i	i	9	-3	25	-1	2.0	-2	1
COCCNC(=S)N(CCc1c(C)[nH]c2ccc(C)cc12)Cc1cc(OC)c(OC)c(OC)c1	-9	i	i	0	5	-3	1	0.0	9	3
CC(C)c1cc(NC(=O)CSc2nnc(-c3ccccc3F)n2C)on1	-1	i	i	-2	0	-4	2	0.0	0	-6
Cc1nc2ccc(S(=O)(=O)NC(C(=O)NC3CCCC3)C(C)C)cc2s1 (centres undefined)	0	i	i	-2	-2	4	0	-1.2	-1	3
CC(C)Oc1ccc(C(=O)CCN2CCCCC2)cc1	1	i	i	0	4	-3	1	-1.1	2	-8
Cc1ccccc1P(=O)(CO)c1ccccc1C	-1	i	i	1	3	3	0	-1.1	3	-15
Cc1ccc(-c2nn(C)c(=O)c3ccccc23)cc1CNS(C)(=O)=O	-2	i	i	-2	2	2	1	-0.3	-2	1
O=C(Nc1cc([N+](=O)[O-])ccc1O)c1ccc2c(c1)C(=O)N(Cc1ccco1)C2=O	11	i	i	6	-2	5	5	5.6	1	55*
CCN(CC)S(=O)(=O)c1cccc(-c2nnc(SCC(=O)c3cc(C)n(C4CC4)c3C)o2)c1	-2	i	i	2	-1	1	1	1.2	2	3
CCOC(=O)N1CCC(NC(=O)C(NS(=O)(=O)c2cccc3nsnc23)c2ccccc2)CC1 (centres undefined)	1	i	i	1	5	3	-1	-0.6	46*	-6
Cc1ccc(N2CC(C(=O)Nc3ccncc3)CC2=O)cc1 (centres undefined)	3	i	i	0	-2	-2	7	-1.0	-3	-4
Cc1cc(=O)oc2c1c(C)nn2-c1cccc(Cl)c1	-1	i	i	-1	1	-9	-1	1.0	1	9
CC(=O)Nc1c([N+](=O)[O-])cc2[nH]c(=O)[nH]c2c1[N+](=O)[O-]	-2	i	i	0	-4	-1	-9	2.9	-28	9
COc1ccc(-c2nn(-c3ccccc3)cc2CNC[C@H]2O[C@@H](n3cnc4c(=O)[nH]c(N)nc43)[C@H](O)[C@@H]2O)cc1	-2	i	i	6	2	8	-5	0.9	8	/
